RAD54 inh: RAD54 (human) branch migration inhibition. Q92698. RAD54 Holliday junction branch migration, FAM/BHQ fluorescence. inhibition, % at 10.4 µM. 360,000 tested, 0.14% active;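 active = mean normalized replicate activity at least 40 and at least half of replicates scoring 40 or more; inconclusive = only one of the two criteria met; inactive = mean below 40 and under half of replicates reaching 40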;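 also: 0% = median of neutral control wells and 100% = median of positive control wells; inhibitors cause a drop in the FAM fluorescence signal; in these data hits start at about 50%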
DENV2 CPE: DENV2-induced cell death inhibition | DENV2-infected cells, cytopathic effect rescue, plate reader | 350,000 tested, 1.7% active | CPE inhibition, % at 9.99 µM; in the data active = CPE inhibition above about 20%, passing the limit was not always enough; inconclusive = no clear call, values can overlap the other calls; tested in BHK-21 cells;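 also: 0% = median of neutral control wells and 100% = median of positive control wells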
E-selectin induc: E-selectin induction on HUVECs | P16581 | HUVEC E-selectin immunofluorescence imaging; normalized: neutral wells 0, TNF-alpha wells 100 | activation, % at 7.58 µM | 260,000 tested, 0.37% active | AID 686992;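 active = mean E-selectin-positive cell signal at least 10% of the positive control, reached in at least 60% of replicates, without over 20% cell loss; inconclusive = no rule given, readout overlaps actives, possibly toxicity-flagged; inactive = the rest, including those meeting only one limit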;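 also: in these data hits start at about 27%; measured in HUVEC primary endothelial cells; signal is the percent of cells scored E-selectin positive by PE staining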
Target sequence (P16581 whole entry, looked up): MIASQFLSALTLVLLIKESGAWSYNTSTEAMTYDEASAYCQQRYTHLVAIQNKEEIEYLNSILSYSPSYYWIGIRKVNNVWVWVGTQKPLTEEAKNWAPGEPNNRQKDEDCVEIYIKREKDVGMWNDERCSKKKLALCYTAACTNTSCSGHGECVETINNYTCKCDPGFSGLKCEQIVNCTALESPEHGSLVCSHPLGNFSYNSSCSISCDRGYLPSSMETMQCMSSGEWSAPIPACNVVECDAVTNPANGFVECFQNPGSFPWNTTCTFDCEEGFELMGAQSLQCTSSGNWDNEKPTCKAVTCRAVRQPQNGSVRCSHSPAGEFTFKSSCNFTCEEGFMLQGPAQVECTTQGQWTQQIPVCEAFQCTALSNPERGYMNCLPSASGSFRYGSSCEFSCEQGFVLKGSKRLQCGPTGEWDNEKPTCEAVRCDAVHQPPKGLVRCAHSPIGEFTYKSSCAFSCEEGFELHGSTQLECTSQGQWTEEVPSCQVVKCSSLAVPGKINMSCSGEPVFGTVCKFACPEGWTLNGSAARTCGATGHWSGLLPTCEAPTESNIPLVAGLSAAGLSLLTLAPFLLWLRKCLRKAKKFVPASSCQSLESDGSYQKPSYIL
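assay system = HUVEC, human umbilical vein endothelial cells | input = 3,000 HUVEC seeded per well | medium = EGM-2 growth medium on 0.1% gelatin-coated wells | dosing = one compound dose added by pin transfer | signal = immunofluorescence imaging | read-out basis = % PE-positive cells | control set = TNF-alpha, DMSO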
GSIS activator: primary screen for activators of insulin secretion dependent on glucose, INS-1E cells, GLuc reporter luminescence. INS-1E GLuc reporter insulin secretion, 2-3 h. activation, % at 16.6 µM. 370,000 tested, 0.61% active. AID 743287;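 active = lowest replicate activation of at least 40%, so every replicate reaches that level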;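 also: 0% = median of neutral control wells and 100% = median of IBMX positive control wells; some compounds called inactive have numbers as strong as hits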
RAD52 inh: RAD52 (human) annealing inhibition. inhibition, % at 18.7 µM. recombinant RAD52 DNA annealing, FRET fluorescence. 360,000 tested, 0.46% active. P43351;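 active = every replicate showing at least 50% inhibition; inconclusive = mean inhibition at least 50% but not in every replicate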
Target sequence (P43351 whole entry, looked up): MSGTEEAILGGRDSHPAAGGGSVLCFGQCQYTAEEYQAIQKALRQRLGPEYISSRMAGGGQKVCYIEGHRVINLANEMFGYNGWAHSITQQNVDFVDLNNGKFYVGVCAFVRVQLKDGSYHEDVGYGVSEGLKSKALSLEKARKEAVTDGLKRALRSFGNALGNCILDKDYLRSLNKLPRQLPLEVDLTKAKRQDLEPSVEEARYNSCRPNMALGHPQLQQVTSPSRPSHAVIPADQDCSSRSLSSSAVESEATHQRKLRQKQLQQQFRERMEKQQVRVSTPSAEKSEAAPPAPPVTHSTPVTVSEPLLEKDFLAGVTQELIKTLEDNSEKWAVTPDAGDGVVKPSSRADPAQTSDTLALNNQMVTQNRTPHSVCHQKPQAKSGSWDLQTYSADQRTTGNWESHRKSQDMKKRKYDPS
Casp6 inh: caspase-6 (human) enzyme inhibition | 350,000 tested, 0.53% active | AID 686996 | P55212 | purified caspase-6, Z-VEID-R110 cleavage fluorescence | inhibition, % at 12.5 µM;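 active = mean inhibition across replicates at least about 35%, with every replicate also reaching that limit, limit read from the data; inconclusive = only one of the two criteria met; inactive = neither criterion met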;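 also: 0% = median of neutral control wells and 100% = no fluorescence left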
Xi reactivation: X-chromosome reactivation activator | activation, % at 7.58 µM | 360,000 tested, 0.055% active | XiGFP mouse fibroblasts, % GFP-positive cells imaging, 3 d; cells co-treated with 5-aza-dC sensitizer; scaled so ellipticine positive control = 100%;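 active = mean normalized replicate activation at least 10% and every replicate at or above 10%; inconclusive = only one of the two criteria met; inactive = mean below 10% and not all replicates reach 10%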;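 also: 0% = median of on-plate neutral control wells and 100% = ellipticine 6 µM median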
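System: XiGFP fibroblasts, SV40-immortalized. Medium: DMEM plus 5-aza-dC sensitizer. Doses: single point. Timing: 3 d treatment, 15 min room-temperature fixation. Control set: ellipticine 6 µM.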
CFTR F508del cor: correctors of CFTR F508del function in bronchial epithelial cells. activity (quench increase), % at 7.58 µM. CFBE cells, YFP halide quenching; stimulated with forskolin plus potentiator P3; % fluorescence drop versus neutral controls. 350,000 tested, 0.36% active;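 active = mean added fluorescence quench of at least 8% versus neutral control, with both replicates also reaching 8%; inconclusive = only one of the mean or replicate conditions met; inactive = mean below 8% and not both replicates reaching 8%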;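 also: cells transiently co-express mutant CFTR-F508del with the halide-sensitive YFP; corrector assay measuring rescue of mutant channel to the surface after 24 h compound exposure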
* hit, by the source's call; i = inactive; ? = inconclusive; . = no result given; & = joins results of further samples.

SMILES	RAD54 inh	DENV2 CPE	E-selectin induc	GSIS activator	RAD52 inh	Casp6 inh	Xi reactivation	CFTR F508del cor
COc1ccccc1Nc1ccc(S(=O)(=O)N2CCCCC2)cc1[N+](=O)[O-]	8	-1	0.1	.	-21	2	0.1	.
COc1ccc([C@H]2CC(=O)C=C(c3cccc(Cl)c3O)C2)cc1OC	4	7	-0.1	21	-22	1	0.1	1.2
C[C@H]1CN([C@@H](C)CO)C(=O)CCCn2cc(nn2)CO[C@@H]1CN(C)C(=O)c1ccncc1	-14&-7	?	-0.4&0.2	12&0	-10&19&-2	1&0&0	-0.2&-0.4	2.3&-2.2&4.8
CC(C)C#Cc1ccc([C@@H]2[C@@H](CO)N3CCCCN(S(=O)(=O)Cc4ccccc4)C[C@H]23)cc1	-4	3	-0.5	-9	3	0	0.0	1.5
CCOC(=O)N1CCN(C(=O)c2ccc(CS(=O)Cc3ccccc3Cl)o2)CC1 (centres undefined)	-6	11	.	8	-9	-1	0.0	2.8
CC(C)(C)N1C(=O)c2ccccc2NC(=O)C1C(=O)NCCOc1ccccc1 (centres undefined)	.	3	0.0	-6	5	3	0.1	-1.8
Cc1ccc(S(=O)(=O)Nc2ccc3c(c2)C(=O)N([C@@H](C)CO)C[C@@H](C)[C@@H](CN(C)C(=O)Nc2ccc4c(c2)OCO4)O3)cc1	.	.	0.2	7	.	.	-0.1	-0.4
COc1ccccc1C(=O)N1CCN(C(=O)c2oc3ccc(C)cc3c2C)CC1	-16	-2	0.0	-22	6	4	0.0	-1.0
O=C(NCc1ccccc1Cl)c1ccc(CSc2nc3ccncc3[nH]2)cc1	-8	-6	.	-13	-6	0	0.0	-2.4
CC(C)NC(=O)Nc1ccc2c(c1)C(=O)N([C@@H](C)CO)C[C@H](C)[C@H](CN(C)Cc1ccncc1)OCCCC[C@@H](C)O2	12	0	-0.2	16	-12	-3	0.0	-1.7
C[C@H]1CN([C@@H](C)CO)S(=O)(=O)c2ccc(C#CC3(O)CCCC3)cc2O[C@@H]1CN(C)C(=O)Cc1ccccc1	-6	-7	-0.2	12	7	0	0.7	-0.2
COc1ccc([C@@H]2C(C#N)=C(N)S[C@@H](c3ccccc3)[C@@H]2[N+](=O)[O-])cc1	9	.	-0.3	-23	.	.	0.1	.
Cc1ccc(S(=O)(=O)NC(=O)C2(C)CCN2C(=O)c2ccccc2)cc1 (centres undefined)	-8	11	-0.1	-12	-16	-2	-0.1	5.2
CNC[C@H]1OCCCC[C@@H](C)Oc2ccc(NS(C)(=O)=O)cc2C(=O)N([C@@H](C)CO)C[C@@H]1C	-5	-4	2.1	25	-193	-4	-1.0	-5.2
CC(C)N(CC#CCC(O)(c1ccccc1)c1ccccc1)CCO	.	5	.	-8	-17	.	0.0	1.5
CCCn1c(C)c(CC(=O)Nc2ccc(N(C)c3ccccn3)cc2)c2ccccc21	.	-1	0.5	-23	-64	2	0.1	-0.3
Cc1ccc(C(=O)N2CCN(Cc3nc4sc5c(c4c(=O)[nH]3)CCCC5)CC2)cc1	0	2	.	7	-18	5	0.0	3.1
CO[C@H]1CN(C)C(=O)c2cc(NC(=O)c3ccccc3F)ccc2OC[C@H](C)N(C)C[C@@H]1C	3	-3	-0.2	7	-2	12	0.3	0.7
C[C@@H]1CN([C@@H](C)CO)C(=O)c2cc(NC(=O)Cc3cn(C)c4ccccc34)ccc2O[C@H]1CN(C)C(=O)Nc1ccc2c(c1)OCO2	3	1	.	-9	-7	0	-0.8	-0.7
Nc1cc(=O)[nH]c(SCC(=O)Nc2ccccc2Sc2ccc(Cl)cc2)n1	.	-1	.	15	-28	-3	0.5	-1.6
COc1cc(C(=O)NCC(=O)Nc2c(C)cccc2C)ccc1OCc1ccccc1	7	3	-0.8	-8	-4	2	0.4	-0.1
CCCNC(=O)C[C@H]1CC[C@H]2[C@@H](COC[C@@H](O)CN2C(=O)c2cc(Cl)cc(Cl)c2)O1	-5	2	0.0	8	5	0	0.3	-1.5
CCCc1ccc(OCC(O)CN2CCN(c3ccccc3)CC2)cc1 (centres undefined)	-4	12	0.0	.	-11	-4	-0.1	-0.9
CCn1c(=NC(=O)C2COc3ccccc3O2)sc2c(OC)ccc(OC)c21 (centres undefined)	-7	4	2.0	24	-17	1	-0.1	-1.9
Cc1ccc(S(=O)(=O)N(C)C[C@H]2Oc3ccc(NS(C)(=O)=O)cc3C(=O)N([C@H](C)CO)C[C@@H]2C)cc1	-4	8	0.0	9	0	-1	-1.3	-2.2
C[C@@H]1CN([C@H](C)CO)C(=O)c2cc(Br)cnc2O[C@@H]1CN(C)C(=O)CC1CC1	0&-2	-1&-2	3.9&-2.4	5&12	11&-9	1&1	0.0&0.7	-0.6&0.0
O=C(C[C@H]1CC[C@H](NC(=O)NC2CCCC2)[C@H](CO)O1)NCc1ccc(F)cc1	0	-3	-0.7	6	-4	-2	0.0	-1.4
Cc1cc(NS(=O)(=O)c2ccc(NC(=O)c3ccc(F)cc3)cc2)nc(C)n1	7	20	.	-1	-17	-1	0.1	-0.8
Cc1ccc(S(=O)(=O)N2CCC3CC2c2cc(Cl)ccc23)cc1 (centres undefined)	4	6	-0.8	30	-8	-1	0.1	-2.2
Cc1cc2nc(NCCCO)n(CC(=O)c3cc(C(C)(C)C)c(O)c(C(C)(C)C)c3)c2cc1C	-6	32*	0.0	1	-17	-2	-0.2	7.0
O=C(CN(Cc1ccc(Br)cc1)S(=O)(=O)c1ccccc1)NCc1ccncc1	-5	1	-0.1	.	5	-2	0.1	-1.4
C[C@H]1CN([C@@H](C)CO)C(=O)CCCn2nncc2CO[C@H]1CN(C)Cc1ccc2c(c1)OCO2	-3	-1	1.5	-7	1	-2	0.0	-2.6
C[C@@H]1CN([C@H](C)CO)C(=O)c2cc(NS(=O)(=O)c3ccc(Cl)cc3)ccc2O[C@@H]1CN(C)CC1CCCCC1	-5	-8	3.8	-9	11	1	-1.1	-0.5
COc1ccc(C2OC(=O)C(C)(C)C(=O)C2(C)C)cc1OC (centres undefined)	-2	-1	2.2	5	-8	1	-0.1	0.9
CCNC(=O)C[C@H]1C=C[C@@H](NC(=O)C2CCC2)[C@@H](CO)O1	5	7	-0.3	4	9	-6	-0.4	-3.0
CC=Cc1ccc2n(c1=O)C[C@H]1[C@H](CO)[C@@H](C(=O)NCCC)[C@@H]2N1CC1CCOCC1 (mixture of isomers)	-31	5	0.1	6	2	2	0.7	2.3
COC(=O)[C@@H]1C[C@@H]2CC[C@@H](O)C[C@@H]2N1Cc1ccc(OC)cc1	-8	-2	0.0	12	-25	2	0.0	0.2
O=C(C[C@H]1C[C@@H]2c3cc(NC(=O)Nc4ccc(F)cc4)ccc3O[C@@H]2[C@@H](CO)O1)NCC1CC1	-6	-1	0.1	2	.	.	0.0	-0.7
COc1ccc(CN(C)C(=O)c2ccc3c(=O)n4c(nc3c2)CCC4)c(OC)c1	.	0	.	23	9	-184	0.3	-0.1
CCCCn1c(-c2c(Cl)c(C)nn2C)n[nH]c1=S	.	-6	.	23	-7	2	-0.2	3.5
CC(c1nnc(SCC(=O)Nc2cc([N+](=O)[O-])ccc2F)n1Cc1ccccc1)N(C)C (centres undefined)	-6	7	0.2	-7	-11	0	0.5	1.0
O=C1NC(=O)C2(N1)C(=O)c1cccc3cccc2c13 (centres undefined)	-148	5	-0.1	-35	i	-14	0.2	-3.9
Cc1cc(-n2nc3ccccc3n2)c(O)c([N+](=O)[O-])c1	-11	0	.	1	-7	2	0.0	-0.9
C[C@@H]1CN([C@@H](C)CO)C(=O)c2cccc(NC(=O)Nc3ccc(C(F)(F)F)cc3)c2O[C@H]1CN(C)Cc1ccc(Cl)c(Cl)c1	-9	0	.	44*	-2	10	0.9	0.7
COc1cc(NC(=O)C2CCC(CNc3c(N4CCCCC4)c(=O)c3=O)CC2)cc(OC)c1 (centres undefined)	0	-6	1.9	-7	-28	.	0.1	1.2
CC(C)CC#Cc1ccc2c(c1)O[C@@H](CN(C)C(=O)CN(C)C)[C@@H](C)CN([C@H](C)CO)S2(=O)=O	7	.	0.0	-4	30	4	-0.1	1.7
CC(C(=O)NC1C(=O)N2C(C(=O)O)=C(CSc3nnnn3C)CSC12)n1cc(Br)cn1 (centres undefined)	.	.	.	-8	-19	18	-0.2	2.4
O=C(CC1C(=O)Nc2ccccc2N1CC(=O)N1CCCC1)Nc1ccc(Br)cc1 (centres undefined)	-1	-8	1.2	-4	-20	3	0.1	1.1
O=C(COC(=O)Cc1ccc(F)cc1)NCc1ccco1	.	-6	.	-2	-13	17	0.0	.
Cc1ccc(CNc2nc(C)cs2)cc1	-4	-5	0.2	0	-6	1	0.4	-0.3
Cc1ccc(N(CC(=O)NCc2ccc(Cl)cc2)S(C)(=O)=O)cc1	-4	0	.	-7	-6	3	0.0	2.5
CC(=O)Nc1cc(-c2cccc(F)c2)cn2c(-c3ccccc3)cnc12	-11	-3	0.0	-9	-24	0	-0.1	4.0
C[C@@H]1CN([C@@H](C)CO)C(=O)Cc2cc(NS(=O)(=O)c3ccc(F)cc3)ccc2O[C@@H]1CN(C)Cc1ccc(C(F)(F)F)cc1	-5	1	0.0	-11	20	1	0.1	2.8
COC(=O)c1cn(C(=O)c2ccccc2F)nc1N	1	-2	.	0	-10	-1	.	-2.2
CCOCCCNC(=O)CCn1ccc2cc(S(=O)(=O)N3CCCC3)ccc21	3	0	.	3	-27	1	0.0	-3.2
COc1ccc(CN(C(=O)c2nsc(Cl)c2Cl)C(C(=O)NC2CCCC2)c2ccc(OC)cc2)cc1 (centres undefined)	.	4	.	-17	-5	-1	0.2	1.4
CCc1ccccc1NC(=O)CN1CCN(C(=O)C(C)NC(=O)c2ccc(Cl)cc2)CC1 (centres undefined)	13	?	-0.1	2	-1	-3	-0.2	-2.1
CC(C)(C)c1cc(N)n(-c2ccc(C(=O)O)cc2)n1	.	0	-0.5	-2	-13	1	-0.1	-1.0
O=C(COC(=O)c1cc([N+](=O)[O-])ccc1N1CCOCC1)Nc1ccc(Cl)cc1	-11	-6	.	-9	-6	4	0.3	-0.3
C[C@@H]1CN([C@@H](C)CO)C(=O)CCCn2cc(nn2)CO[C@@H]1CN(C)C(=O)c1ccc2ccn(C)c2c1	.	.	0.0	2	.	.	-0.4	0.3
CCCCCNC(=O)C(c1ccc(-c2ccccc2)cc1)n1c(=O)c(-c2ccccc2)nc2ccccc21 (centres undefined)	.	13	0.2	.	-10	-1	-0.1	1.5
COc1ccc(NC(=O)Nc2ccc3c(c2)CC(=O)N([C@H](C)CO)C[C@H](C)[C@H](CN(C)Cc2ccc(Cl)c(Cl)c2)O3)cc1	5	1	-0.7	-17	.	.	0.0	1.5

Record cards, as listed above:
`C[C@@H]1CN([C@@H](C)CO)C(=O)c2cccc(NC(=O)Nc3ccc(C(F)(F)F)cc3)c2O[C@H]1CN(C)Cc1ccc(Cl)c(Cl)c1` is listed as RAD54 inh: -9; DENV2 CPE: 0; E-selectin induc: .; GSIS activator: 44*; RAD52 inh: -2; Casp6 inh: 10; Xi reactivation: 0.9; CFTR F508del cor: 0.7
`CC(C)(C)c1cc(N)n(-c2ccc(C(=O)O)cc2)n1` is listed as RAD54 inh: .; DENV2 CPE: 0; E-selectin induc: -0.5; GSIS activator: -2; RAD52 inh: -13; Casp6 inh: 1; Xi reactivation: -0.1; CFTR F508del cor: -1.0

Screening results from PubChem BioAssay.
